S1P3 antag: antagonists of human S1P3 receptor; CHO S1P3 NFAT-BLA reporter, FRET fluorescence, antagonist mode; inhibition, % at 4.98 µM; 170,000 compounds, 0.27% hits; AID 485;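 active = inhibition above the plate cutoff, the mean inhibition of test wells on that plate plus 3 SD, cut at about 28% in these data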;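 note: cells challenged with S1P at its EC80 of 0.8 µM; blue over green emission ratio from cleaved BLA substrate after 4 h stimulation; 0% = S1P-stimulated wells and 100% = unstimulated DMSO-only wells; some compounds past the cut are filed as inactive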
Target sequence (Q99500 whole entry, looked up): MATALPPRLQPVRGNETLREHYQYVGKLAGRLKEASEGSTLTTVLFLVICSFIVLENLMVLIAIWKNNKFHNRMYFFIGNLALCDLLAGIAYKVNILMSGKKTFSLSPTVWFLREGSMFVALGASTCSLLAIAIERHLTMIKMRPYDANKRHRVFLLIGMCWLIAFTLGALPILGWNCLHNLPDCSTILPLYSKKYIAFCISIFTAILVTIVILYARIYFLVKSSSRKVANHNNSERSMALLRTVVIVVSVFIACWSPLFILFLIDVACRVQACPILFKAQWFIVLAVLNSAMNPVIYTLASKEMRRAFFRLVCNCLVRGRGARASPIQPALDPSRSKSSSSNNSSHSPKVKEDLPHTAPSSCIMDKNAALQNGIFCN
L major viab: inhibitors of Leishmania major promastigote growth. Leishmania major promastigotes, resazurin fluorescence viability. inhibition, % at 10 µM. 200,000 compounds, 9% hits. AID 1063; in the data active = inhibition above about 50%;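 note: promastigotes grown with compound for 44 hours at 28 °C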
Hsp70 act: switches on Hsp70 transcription; HeLa Hsp70 promoter luciferase reporter, luminescence; scaled: vehicle 0, proteasome-inhibitor control 100%; 200,000 compounds, 0.04% hits; activation, % at 10 µM;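 active = activation above the mean across all tested compounds plus 3 SD, cutoff set per campaign, cut at about 5.5% in these data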;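 note: 100% = MG132 at 30 µM as the positive control and 0% = DMSO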
TNAP inh no acc: inhibitors of human TNAP without phosphate acceptor; P05186; purified TNAP, CDP-star luminescence, 30 min; inhibition, % at 20 µM; 200,000 compounds, 0.26% hits;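 active = tissue-nonspecific alkaline phosphatase inhibition above about 50% at 20 µM in the single-dose screen, limit read from the data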;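 note: 0% = DMSO negative control and 100% = EDTA positive control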
HMGR II inh: inhibitors of class II HMG-CoA reductase from Enterococcus faecalis. purified E. faecalis HMGR, NADPH absorbance 340 nm kinetic. inhibition, % at 10 µM. 190,000 compounds, 0.41% hits;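 active = inhibition above a set limit, the median over all tested compounds plus 3 SD, cut at about 9.5% in these data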;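 note: enzyme runs in reverse so mevalonate oxidation gives rising NADPH absorbance; 0% = complete reaction with DMSO and 100% = background rate lacking mevalonate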
PMI activator: phosphomannose isomerase (human) activation | P34949 | purified human PMI, coupled resazurin fluorescence, 20 min; stronger effect = higher value; 1 = vehicle control, 0 substrate-free wells | activation factor at 20 µM | 190,000 compounds, 0.005% hits | AID 1214;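 active = activation factor of 2 or more at 20 µM, relative to plate controls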
Target sequence (P34949 whole entry, looked up): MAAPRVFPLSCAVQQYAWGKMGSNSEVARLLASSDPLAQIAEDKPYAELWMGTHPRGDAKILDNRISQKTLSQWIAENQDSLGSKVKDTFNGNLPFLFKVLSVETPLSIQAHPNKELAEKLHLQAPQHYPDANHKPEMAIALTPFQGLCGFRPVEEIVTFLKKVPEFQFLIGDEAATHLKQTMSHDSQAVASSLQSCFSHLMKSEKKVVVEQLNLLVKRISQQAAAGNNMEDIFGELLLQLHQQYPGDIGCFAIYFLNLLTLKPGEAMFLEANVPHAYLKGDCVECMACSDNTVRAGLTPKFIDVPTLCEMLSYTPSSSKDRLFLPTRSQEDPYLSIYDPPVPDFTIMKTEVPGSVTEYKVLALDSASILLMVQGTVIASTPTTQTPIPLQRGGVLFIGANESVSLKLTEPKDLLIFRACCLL
TNAP inh hi DEA: TNAP (human) inhibition, high acceptor. purified TNAP, CDP-star luminescence, 1 M DEA. inhibition, % at 20 µM. 200,000 compounds, 0.03% hits;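 active = over 50% inhibition of tissue-nonspecific alkaline phosphatase at 20 µM in the single-dose screen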;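 note: plate controls were DMSO wells for no effect and EDTA-quenched wells as full inhibition for full effect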
Redox H2O2 prof: compounds producing H2O2 with reducing agent – biochemical, NIH compound library profiling, artefact control for MLSCN library redox annotation, primary screen. DTT-dependent redox cycling H2O2, phenol red/HRP absorbance; 100% = 100 µM peroxide control, 0% = buffer. activation, % at 10 µM. 200,000 compounds, 0.03% hits;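 active = activation of at least 50% relative to the plate's high and low controls in the primary single-dose screen; inactive = activation below 50%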;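 note: compound incubated with DTT at 0.8 mM final as the reducing agent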
RAM network inh: inhibitors of the yeast RAM network; S. cerevisiae dse1pr::URA3 reporter, 5-FOA growth OD615, 2 d; analog-sensitive cbk1-as2 kinase mutant strain; inhibition, % at 50 µM; 190,000 compounds, 1.8% hits; AID 868;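 active = inhibition above a set limit, 3 SD over mean compound inhibition, cut at about 8.4% in these data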;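 note: 0% = DMSO-only wells with no growth and 100% = 10 µM 1-NA-PP1 full growth; inhibition rescues growth on 5-FOA so higher OD means more RAM inhibition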
PMI act satM6P: increases human PMI activity with near-saturating mannose 6-phosphate. P34949. 190,000 compounds, 0.34% hits. activation factor at 20 µM. AID 1216. coupled PMI enzyme assay, resazurin fluorescence, 20 min; stronger effect = higher value; 1 = untreated enzyme, 0 = substrate-free blank;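 active = activation factor of 2 or more at 20 µM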
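Test system: human phosphomannose isomerase with PGI, G6PDH, diaphorase coupling enzymes; amount: 15 ng/mL PMI; incubation: enzyme reaction with compound 20 min at room temperature; technique: resorufin fluorescence (Ex 544/Em 590 nm) from resazurin via diaphorase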
An asterisk follows results filed as active; / = no result given. An unsorted share of the library; any-hit rate near 12%.

SMILES	S1P3 antag	L major viab	Hsp70 act	TNAP inh no acc	HMGR II inh	PMI activator	TNAP inh hi DEA	Redox H2O2 prof	RAM network inh	PMI act satM6P
CCOC(=O)c1sc(/N=C/Nc2nc(C)c(C(=O)OCC)s2)nc1C	-3	-2	0.1	-10	-6	1	-2	-0.6	1.5	1.1
CCOC(=O)c1c(NC(=O)CN2CCCCC2)sc2c1CCN(C(=O)OCC)C2	9	36	-0.2	1	1	0.8	-1	-0.5	-0.1	0.9
O=C(O)CCCCCN1C(=O)CSC1=S	29	36	0.0	-10	-7	0.9	0	0.9	0.3	0.9
Cc1ccc2[nH]c(=O)c(-c3nc4c(C)cccn4c3NCc3ccco3)cc2c1	23	15	-0.1	-11	-1	0.6	-4	-1.1	1.1	0.4
CCOC(=O)c1cc2cc(F)ccc2nc1C	-5	14	-0.3	-6	-7	0.9	-1	0.7	-1.1	0.9
O=C1/C(=C/c2cccnc2)Oc2cc(OS(=O)(=O)c3ccccc3)ccc21	/	57*	0.0	-7	-5	1.1	3	0.1	0.8	1.1
O=C(c1cccs1)N1CCN(C(=O)N2CCOCC2)CC1	2	-7	-0.2	-8	3	0.9	1	-0.8	3.9	1
Cc1oc(-c2ccc(Cl)cc2)nc1CS(=O)CC(=O)NCCN1CCCC1 (stereo unspecified)	-22	-2	0.0	-5	-6	0.9	-5	-0.8	1.8	0.9
COc1cc2nc(NCC3CCCO3)n3nc(-c4cccnc4)nc3c2cc1OC (stereo unspecified)	-7	49	-0.2	-30	-1	0.9	-4	3.1	0.2	1
O=c1[nH]c2cc([N+](=O)[O-])c(NCCO)c([N+](=O)[O-])c2[nH]1	15	-2	-0.1	22	-3	1	24	0.3	3.1	1
Clc1ccc(C[n+]2cc(-c3ccccc3)n3c2CCC3)cc1Cl	14	99*	-0.4	-20	-6	1	-5	0.0	-1.3	1
O=C(c1ccccc1S(=O)(=O)NCC(O)COc1ccc([N+](=O)[O-])cc1)N1CCCCC1 (stereo unspecified)	/	-2	-0.3	-8	-5	1	-2	-3.6	2.0	1.1
COCCCNC(=O)c1cc(OC)c(OC)c(OC)c1	-10	-6	-0.3	-10	-4	1	-2	2.1	0.5	1.1
CCOc1ccc(N=Cc2c(O)cc(C)oc2=O)cc1	23	-1	0.2	-14	4	0.9	-7	-0.6	0.0	0.9
COc1ccc(OC)c(NC(=O)CCN2CC(C)OC(C)C2)c1 (stereo unspecified)	-10	-4	-0.1	-17	2	1.1	-7	-1.1	1.4	1
CCOC(=O)N1CC=C2C(C#N)=C(N)C(C#N)(C#N)[C@H](c3ccsc3)[C@H]2C1	-11	12	-0.1	-10	1	1	-2	0.4	1.2	0.8
Cc1cc(C(F)(F)F)c(C#N)c(SCC(=O)NC2CC2)n1	/	1	-0.2	4	1	1.1	-4	-0.9	-0.2	1
O=C(Cc1cccs1)N(c1ccc(Br)cc1)C1C=CS(=O)(=O)C1 (stereo unspecified)	-6	-7	-0.2	-15	-3	1	-6	-0.2	2.0	1
CCOc1ccc(-c2nnc(SCC(=O)N3CCOCC3)o2)cc1	-8	-5	0.4	-5	-6	1.1	-1	-0.2	2.1	1
C/C=C/c1ccc(OCCOCCOc2cccc3cccnc23)c(OC)c1	-8	5	-0.4	-18	-4	1	-2	0.4	1.9	0.9
CN1CCN(c2nc(-c3ccccc3)nc3c2oc2ccccc23)CC1	-32	/	/	-11	/	1	-5	/	/	1
CCn1c(SCC(=O)N/N=C/c2ccc(C)o2)nnc1-c1ccc(C)cc1	-4	1	-0.2	-1	2	1	0	0.0	1.1	0.8
COc1ccc(OC)c(C=Nc2ccccc2-c2nc3ccccc3[nH]2)c1	7	25	0.1	-12	0	0.8	-3	0.8	-0.2	0.9
COc1ccc2[nH]c(C)c(CCNC(=S)Nc3cc(C)cc(C)c3)c2c1	7	-5	-0.1	-10	-4	1	-2	0.6	2.1	1
CCOC(=O)c1cnn(-c2ccccc2)c1-n1cccc1	/	-1	-0.2	-13	-2	1	-8	0.1	2.3	1
New compounds follow:
SMILES	S1P3 antag	L major viab	Hsp70 act	TNAP inh no acc	HMGR II inh	PMI activator	TNAP inh hi DEA	Redox H2O2 prof	RAM network inh	PMI act satM6P
Cc1ccccc1NC(=O)C(NS(=O)(=O)c1ccc2c(c1)c(=O)n(C)c(=O)n2C)c1ccccc1 (stereo unspecified)	/	17	-0.2	-14	-5	1	-2	-0.7	0.1	1
CCN(CC)C1=N/C(=C\c2ccco2)C(=O)N1c1ccccc1	-10	1	0.1	4	-3	1.3	8	-0.1	1.3	1.3
O=C(COCC(=O)N/N=C/c1ccc(F)cc1)N/N=C/c1ccc(F)cc1	-1	-4	-0.5	-4	1	0.9	6	1.0	1.5	1
COC(=O)[C@H](C)NC(=O)/C=C/c1ccc(OC)cc1	2	-9	-0.3	-1	-6	1	8	0.4	1.3	1
O=C1SC(SCc2ccccc2)=N/C1=C\c1ccc(C(=O)O)cc1	-22	-6	-0.4	25	0	1	4	-1.2	1.8	0.9
COC(=O)c1ccc(C2C(C#N)=C(N)Oc3cc(C)n(C)c(=O)c32)cc1 (stereo unspecified)	-27	-2	-0.1	-7	-1	0.9	-3	1.9	-0.6	1
Cn1cc([N+](=O)[O-])c(C(=O)NCC(=O)O)n1	1	-5	-0.4	-13	1	1.1	-2	2.9	0.7	1
O=C1C2C(c3ccccc3)C=CC(c3ccccc3)C2C(=O)N1c1cccnc1 (stereo unspecified)	1	-4	-0.4	-12	-2	0.8	-1	0.0	2.1	0.9
O=C(Nc1ccc2c(c1)OCCO2)c1cc(-c2ccccn2)nc2ccc(Br)cc12	-2	-2	-0.1	12	-7	1.1	-3	-0.2	1.5	1.1
COc1ccc(C(=O)NC2=C(C#N)CCC2)cc1OC	-4	-9	-0.4	-13	-2	1	-4	0.1	-0.7	1
Cc1cc(=O)[nH]c2ccc(Cl)cc12	/	4	-0.2	-5	-2	1	-1	0.2	-0.7	1.1
CCCNS(=O)(=O)c1ccc(OCC(=O)Nc2ccc3c(c2)OCO3)cc1	-14	0	-0.2	-8	-2	1	-5	-0.4	1.4	0.9
NC(=O)c1sc(=S)n(-c2ccc(Br)cc2)c1N	-10	5	-0.3	-12	-6	0.9	-8	-1.0	0.8	0.9
CCn1c(COc2ccccc2C(N)=O)nc2ccccc21	4	-1	-0.4	-10	-6	1	0	-0.7	2.0	1.1
COc1cc(-c2nnc(COc3ccc4ccccc4c3)o2)cc(OC)c1OC	25	-5	-0.3	8	2	0.9	-1	1.5	9.4*	0.8
NC(=S)N/N=C/c1ccc(-c2ccccc2)o1	-2	10	0.1	-13	-6	1.1	-3	-0.2	2.5	1
C=CCNC(=O)c1c(-c2c(F)cccc2Cl)noc1C	/	-5	0.2	-18	-9	1	-6	0.3	-0.7	1
Cc1cccc(C(=O)c2cccc(C)c2)c1	-13	4	-0.3	-5	-3	1.1	-5	0.7	1.1	1
O=C(CSc1nc2ccsc2c(=O)n1CC1CCC(C(=O)O)CC1)c1ccc(Cl)cc1 (stereo unspecified)	-20	-2	-0.2	-9	-6	0.9	-2	-0.1	3.2	0.9
O=C(CCNc1cc(Cl)cc(Cl)c1)c1cccs1	/	-2	-0.3	-2	-4	0.8	-2	-7.3	-0.8	0.9
COCCN1Cc2cccc(C(=O)Nc3c(C)cc(C)cc3C)c2C1=O	-27	72*	-0.5	-8	-3	0.8	-2	2.1	0.8	0.8
CCCc1nc(NCc2ccccc2)c(C#N)c2c1CCCC2	5	45	-0.5	-10	-3	0.9	-5	0.0	4.4	0.8
COCCCNC(=O)C(=O)NC1CCCCC1C (stereo unspecified)	-3	7	0.1	-11	1	1.1	-3	-0.1	0.4	1
Cc1ccc(-n2c(N)c(C(=O)Nc3ccccc3F)sc2=S)cc1C	2	3	-0.1	-10	-1	0.9	-3	-0.4	4.9	0.9
COc1ccc2c(c1)c1nc3ccccc3nc1n2CC(=O)OC(C)C	/	6	-0.2	11	-1	0.8	2	0.3	2.0	1

An excerpt from above with just S1P3 antag, L major viab and PMI act satM6P:
Structure,S1P3 antag,L major viab,PMI act satM6P
CCCNS(=O)(=O)c1ccc(OCC(=O)Nc2ccc3c(c2)OCO3)cc1,-14,0,0.9
NC(=O)c1sc(=S)n(-c2ccc(Br)cc2)c1N,-10,5,0.9
CCn1c(COc2ccccc2C(N)=O)nc2ccccc21,4,-1,1.1

The list continues:
SMILES	S1P3 antag	L major viab	Hsp70 act	TNAP inh no acc	HMGR II inh	PMI activator	TNAP inh hi DEA	Redox H2O2 prof	RAM network inh	PMI act satM6P
CN(C(=O)COC(=O)/C=C/c1ccccc1[N+](=O)[O-])c1ccccc1	5	3	-0.5	-6	-3	1	0	0.0	4.1	1
CN1CC=C2C(C#N)=C(N)C(C#N)(C#N)C(c3cccc(Cl)c3Cl)C2C1 (stereo unspecified)	-6	17	-0.2	-4	1	0.9	4	-1.5	-0.3	0.9
Oc1ccc(CNC2CCCCC2)cc1	1	90*	-0.1	-7	-4	1	-4	-0.3	0.6	1
Cc1ccc2cn[nH]c2c1[N+](=O)[O-]	-7	-1	-0.3	7	-2	1	-4	-1.0	2.8	0.9
CC1CC(C)CN(C(=O)CSc2ccsc2[N+](=O)[O-])C1 (stereo unspecified)	-18	9	-0.1	-1	-3	0.9	2	-0.8	2.4	0.9
CC(C)(C)C(=O)/C(C#N)=C/c1ccc(O)cc1	1	-4	-0.3	14	-7	1	9	-0.3	-1.1	1
CCOc1ccc(CCNS(=O)(=O)c2ccc3c(c2)NC(=O)CC(=O)N3)cc1OCC	-8	-5	-0.1	-6	3	1.1	-1	0.1	1.0	0.9
CCCN1C(=O)c2ccccc2NC1c1ccc(OC)cc1OC (stereo unspecified)	10	12	-0.3	-9	-2	1	-2	0.3	0.0	1
CN(C)S(=O)(=O)n1ccnc1	/	-3	-0.3	-14	2	1	-6	0.1	2.5	1.1
COC(=O)c1ccc(NC(=O)CSc2nnc(Cc3cccn3C)n2-c2ccc(F)cc2)cc1	17	48	0.0	6	-2	1	-5	-2.3	3.0	0.9
Cn1cc(P(=O)(N2CCOCC2)N2CCOCC2)cc1P(=S)(N1CCOCC1)N1CCOCC1	-24	5	0.0	1	-1	1.2	-4	-2.6	1.8	1.2
Cc1nn(C)cc1CNC(=O)Nc1ccc(Cl)c(Cl)c1	/	-1	0.2	-31	1	1	-8	-0.1	0.6	1.1
CSc1nc(-c2ccccc2)nc2c1COC(C)(C)C2	-8	5	-0.3	-4	-2	0.9	-2	-3.5	3.9	1
NC(=O)N1CC(O)CC1C(=O)Nc1ccc(Cl)c(Cl)c1 (stereo unspecified)	-8	-4	-0.5	/	5	/	/	2.1	2.5	/
CN1C(=O)N(C)C2CC1N(C)C(=O)N2C	-17	-2	-0.2	-12	-6	1	-4	-0.7	-0.9	1
O=C(NCc1ccccc1)c1ccc(Cl)cc1[N+](=O)[O-]	/	0	-0.3	-13	2	1	-5	2.1	0.9	1

Source: PubChem BioAssay (several laboratories)
